L3MBTL1 inh = L3MBTL1 (human) inhibition. Q9Y468. AlphaScreen L3MBTL1–H3K9me1 peptide binding. Potency, µM (titrated, usually from 57.1 µM), without a hit: at the highest dose activity, negative = inhibition, most hits filed as inhibitors. actives 0.66% (n = 230,000). AID 485360; active = well fitted inhibition curve with a large enough effect; inconclusive = small, poorly fitted or top-dose-only effect; inactive = no such curve, though single readings can be large or run the other way; note: nearly all actives have a fitted effect of over 60% in size
Target sequence (Q9Y468 whole entry, looked up): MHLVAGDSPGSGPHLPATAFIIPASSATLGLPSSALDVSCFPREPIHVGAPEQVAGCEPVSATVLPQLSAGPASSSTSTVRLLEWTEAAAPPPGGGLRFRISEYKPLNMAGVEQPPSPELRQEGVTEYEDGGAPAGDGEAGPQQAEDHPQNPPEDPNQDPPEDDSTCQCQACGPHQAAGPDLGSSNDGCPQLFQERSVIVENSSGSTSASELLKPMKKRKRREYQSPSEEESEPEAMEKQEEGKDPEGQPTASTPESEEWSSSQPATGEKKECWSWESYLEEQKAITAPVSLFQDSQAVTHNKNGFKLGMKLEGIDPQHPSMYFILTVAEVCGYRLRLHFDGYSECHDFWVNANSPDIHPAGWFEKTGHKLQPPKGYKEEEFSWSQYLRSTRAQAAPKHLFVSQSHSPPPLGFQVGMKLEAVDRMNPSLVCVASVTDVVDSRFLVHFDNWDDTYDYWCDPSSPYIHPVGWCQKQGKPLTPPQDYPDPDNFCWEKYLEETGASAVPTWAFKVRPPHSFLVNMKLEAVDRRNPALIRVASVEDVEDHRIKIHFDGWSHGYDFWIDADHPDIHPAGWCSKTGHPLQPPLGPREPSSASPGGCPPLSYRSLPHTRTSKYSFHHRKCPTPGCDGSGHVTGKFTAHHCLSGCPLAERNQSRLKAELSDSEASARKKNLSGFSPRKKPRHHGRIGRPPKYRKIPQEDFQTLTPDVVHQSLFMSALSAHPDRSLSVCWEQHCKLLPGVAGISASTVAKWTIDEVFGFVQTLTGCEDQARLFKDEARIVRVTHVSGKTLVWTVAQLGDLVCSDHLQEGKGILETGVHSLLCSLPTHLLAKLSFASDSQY
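Read-out is AlphaScreen signal from streptavidin donor and nickel chelate acceptor beads (10 ug/mL final each) bridging L3MBTL1 (50 nM) and biotinylated K9-monomethylated H3(1-15) peptide (75 nM), after 30 min compound exposure at room temperature.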
Numbers without * were called inactive; [ ] = remark or other dose. % is set by controls: 0 for no effect and ±100 for the full control effect; potency is the fitted concentration of half-maximal effect. The list is partial (hit frequency here may not be typical).

For C[C@@H]1CN([C@@H](C)CO)C(=O)c2cccc(NS(=O)(=O)c3ccc(F)cc3)c2O[C@H]1CN(C)C(=O)NC1CCCCC1 the results were L3MBTL1 inh 4.5%.
`O=C(COc1ccc(Cl)c(Cl)c1)NC1CCS(=O)(=O)C1` (configuration not stated) gave L3MBTL1 inh 1.7%.
O=C(NCCCN1CCOCC1)C1CCN(S(=O)(=O)c2cccc(Cl)c2Cl)CC1 was read as L3MBTL1 inh 2.6%.
For Cc1cc(C)c(NC(=O)CNC(=O)c2cc(C3CC3)nn2-c2ccccc2)c(C)c1 the results were L3MBTL1 inh -2.0%.
For COc1ccc(/C=C/C(=O)N2CCOCC2)cc1OC the results were L3MBTL1 inh 2.4%.
Screening CN(C)CCCn1c2c(c(SCC(=O)Nc3ccc4c(c3)OCO4)nc1=O)CCC2 returned L3MBTL1 inh 0.7%.
CC(=O)NCCC(=O)N1CCCC(N(C)CCc2ccccc2)C1 (configuration not stated) was read as L3MBTL1 inh 1.4%.
O=C1c2cc(Br)ccc2N(Cc2ccc(Br)cc2)S(=O)(=O)C1c1cc(Cl)c(Cl)cc1[N+](=O)[O-] (configuration not stated) was read as L3MBTL1 inh inconclusive.
CCN(CC(=O)NCc1cccs1)C(=O)c1ccc(C)o1 was read as L3MBTL1 inh -2.8%.
`Cc1cc(C)c(C#N)c(SCC(=O)Nc2cccc(S(=O)(=O)N3CCCC3)c2)n1` gave L3MBTL1 inh 4.5%.
`COc1ccc(NC(=O)CNC(=O)c2sc3ccccc3c2Cl)c(OC)c1` gave L3MBTL1 inh 0.3%.
`CC1CC(C)(C)CC2(C1)NC(=O)N(CC(=O)N(Cc1ccccc1)c1ccccc1)C2=O` (configuration not stated) gave L3MBTL1 inh -14.0%.
For C=CCCC(=O)NC1CC(C)(C)Cc2c1cnn2-c1ccc(OC)cc1 (configuration not stated) the results were L3MBTL1 inh 6.4%.
For C[C@@H]1CCCCCCCCC(=O)OCCN(C(=O)OC(C)(C)C)[C@H](C)CCCCCCCCC(=O)OCCN(C(=O)OC(C)(C)C)[C@H](C)CCCCCCCCC(=O)OCCN1C(=O)OC(C)(C)C the results were L3MBTL1 inh 1.0%.
O=C(CCCN1C(=O)NC2(CCCC2)C1=O)Nc1ccc(Cl)c(S(=O)(=O)N2CCOCC2)c1 was read as L3MBTL1 inh 6.6%.
Screening CCC(Oc1ccccc1)C(=O)Nc1cc(C(F)(F)F)ccc1N1CCOCC1 (configuration not stated) returned L3MBTL1 inh 19.6%.
For COc1cccc(CN2CCN(CC#Cc3ccccc3)CC2CCO)c1 (configuration not stated) the results were L3MBTL1 inh -1.8%.
CN(CCOCCOc1ccc(F)cc1)Cc1ccccc1 was read as L3MBTL1 inh -3.8%.
Screening O=C(NCc1ccccc1F)C1CCCN1C(=O)Nc1ccccc1 (configuration not stated) returned L3MBTL1 inh -1.8%.
Screening CCN1C(=O)[C@H]2[C@@H](c3ccc(C)cc3)N3C(=O)N(c4ccc(OC)cc4)C(=O)[C@@]3(Cc3ccc(Cl)cc3)[C@H]2C1=O returned L3MBTL1 inh -1.7%.
Screening O=C1CC(NS(=O)(=O)c2ccccc2)CN1c1ccc2c(c1)OCCO2 (configuration not stated) returned L3MBTL1 inh 3.0%.
Screening CCN(Cc1nc2cc(Cl)ccc2c(=O)[nH]1)C(=O)c1cc(C2CC2)nn1-c1ccccc1 returned L3MBTL1 inh -9.0%.
`Cc1ccc(S(=O)(=O)NC(C)(C)C)cc1C(=O)OCC(=O)N1CCCC1=O` gave L3MBTL1 inh 3.3%.
For Nc1ccc(C(=O)N2CCN(S(=O)(=O)c3ccc4c(c3)OCCCO4)CC2)cc1[N+](=O)[O-] the results were L3MBTL1 inh -1.4%.
COc1ccc(NC(=O)c2ccc(S(=O)(=O)N3CCCCC3)cc2)cc1OC was read as L3MBTL1 inh -5.0%.
Screening C=CC[C@H](CC(=O)OC(C)(C)C)C(=O)OC[C@@H]1CCCN1C(=O)[C@@H](CC=C)CC(=O)NCCO returned L3MBTL1 inh 1.8%.
`CC(C)c1ccc(NC(=O)COC(=O)c2nn(C)c(=O)c3ccccc23)cc1` gave L3MBTL1 inh -2.0%.
Cc1cc(C(=O)CSc2nnc(N)s2)c(C)n1C1CC1 was read as L3MBTL1 inh -11.3%.
For CC(C)(C)OC(=O)NCCCCCNC(=O)c1[nH]cnc1C(=O)Nc1ccon1 the results were L3MBTL1 inh -11.8%.
For COc1cc(/C=N/NC(=O)c2cccc(S(=O)(=O)N3CCCC3)c2)cc(OC)c1O the results were L3MBTL1 inh -5.5%.
`Cc1ccc(C)c(NC(=O)NCCN2CCCCC2)c1` gave L3MBTL1 inh -2.5%.
CCOc1ccc(NC(=O)CSc2nnc(Cc3ccccc3)c(=O)n2N)cc1 was read as L3MBTL1 inh -4.4%.
For Cc1ccc([N+](=O)[O-])cc1NC(=O)C1CCCC1 the results were L3MBTL1 inh 1.6%.
For Cc1cc2nc(/C=C/c3cccnc3)[nH]c2cc1C the results were L3MBTL1 inh 8.1%.
For CC(C)C(=O)Nc1cccc(C(=O)Nc2ccc(S(=O)(=O)N3CCOCC3)cc2)c1 the results were L3MBTL1 inh -2.2%.
`Cc1ccc(NC(=O)CSc2ncn[nH]2)c([N+](=O)[O-])c1` gave L3MBTL1 inh 6.7%.
`Cc1nc2cc(NS(=O)(=O)c3cccc4cccnc34)ccc2s1` gave L3MBTL1 inh -3.3%.
N#Cc1ccccc1S(=O)(=O)N1CCN(C(=O)c2cc3c(s2)CCC3)CC1 was read as L3MBTL1 inh inconclusive.
`Cc1nnc(NC(=O)c2cccc(S(=O)(=O)N3CCN(C)CC3)c2)s1` gave L3MBTL1 inh 0.0%.
O=c1[nH]cnc(O)c1C(c1ccc([N+](=O)[O-])cc1)c1c(O)nc[nH]c1=O was read as L3MBTL1 inh 11.6%.
CC(Sc1nnc(NC2CC2)s1)C(=O)Nc1ccc(S(N)(=O)=O)cc1 (configuration not stated) was read as L3MBTL1 inh 6.1%.
O=C(Nc1ccc2nc(N3CCOCC3)sc2c1)c1ccccc1 was read as L3MBTL1 inh -5.4%.
C=C1C[C@H](O[C@@H]2O[C@H](CO)[C@@H](O)[C@H](O)[C@H]2O)[C@@H]2[C@H](OC(=O)[C@H]2C)[C@H]2[C@H](C)[C@H](O)C[C@@H]12 was read as L3MBTL1 inh -4.5%.
For CN1CC(=O)N(CC(=O)Nc2ccc(OCc3ccccc3)cc2)C1=O the results were L3MBTL1 inh -3.3%.
`O=c1c(O[C@H]2O[C@@H](CO)[C@H](O)[C@@H](O)[C@@H]2O)c(-c2ccc(O)cc2)oc2cc(O)cc(O)c12` gave L3MBTL1 inh -13.0%.
For CC(C)N(C(=O)[C@H]1CC(CC(=O)NC(C)(C)C)C(=O)N2CCc3c([nH]c4ccccc34)[C@]12C)C(C)C (some centres not stated) the results were L3MBTL1 inh -7.6%.
CCOC(=O)C1CCN(C(=O)COC(=O)c2nn(C)c(=O)c3ccccc23)CC1 was read as L3MBTL1 inh -4.1%.
Screening CCN(C(=O)COC(=O)c1ccc([N+](=O)[O-])o1)c1cccc2ccccc12 returned L3MBTL1 inh -4.6%.
`Cc1ccc(NC(=O)CSCC(=O)Nc2cc(Cl)ccc2N2CCN(C)CC2)cc1` gave L3MBTL1 inh 6.8%.
C[C@@H]1NC(=O)[C@@]2(C)[C@@H](c3ccccc3)[C@H]3COc4ccc(Cl)cc4[C@@H]3N2C1=O was read as L3MBTL1 inh -5.2%.
For CCCOc1ccccc1/C=C1\SC(N)=NC1=O the results were L3MBTL1 inh -6.1%.
`O=C(O)c1cccc(Nc2nc3ccccc3nc2NS(=O)(=O)c2ccc(F)cc2)c1` gave L3MBTL1 inh -8.5%.
`Cc1cccc(C)c1NC(=O)CNC(=O)c1ccc(S(=O)(=O)NCc2ccco2)cc1` gave L3MBTL1 inh -2.5%.
`O=C(/C=C/c1ccc(-c2ccccc2)cc1)NCc1cccnc1` gave L3MBTL1 inh -1.0%[2.29 µM].
`CCOc1ccc(Br)cc1C1=CC(=O)C[C@H](c2ccc(OC)cc2)C1` gave L3MBTL1 inh 13.7%.
For COc1ccc(/C(C)=N/NC(=O)c2ccncc2)cc1 the results were L3MBTL1 inh 0.2%.
Screening O=C(Nc1ccccc1C(=O)NC1CC1)c1ccccc1 returned L3MBTL1 inh -3.5%.
`CC(NCc1ccc2c(c1)OCO2)c1ccccc1` (configuration not stated) gave L3MBTL1 inh 1.2%.
COC(=O)c1cccc(NC(=O)c2cc3ccccc3o2)c1 was read as L3MBTL1 inh 1.0%.
CCCOc1ccc(NC(=O)c2cc3cc(C)ccc3[nH]2)cc1 was read as L3MBTL1 inh 2.4%.

An excerpt from above in order of SMILES length, high to low:
`O=C(O)c1cccc(Nc2nc3ccccc3nc2NS(=O)(=O)c2ccc(F)cc2)c1` gave L3MBTL1 inh -8.5%.
For COc1ccc(/C(C)=N/NC(=O)c2ccncc2)cc1 the results were L3MBTL1 inh 0.2%.
For CCCOc1ccccc1/C=C1\SC(N)=NC1=O the results were L3MBTL1 inh -6.1%.

Further entries:
`C[N+]1(CC(O)c2ccccc2)CCCCCC1` (configuration not stated) gave L3MBTL1 inh 2.2%.
Screening Cn1c(-c2ccccc2F)cc2onc(-c3ccccc3)c2c1=O returned L3MBTL1 inh 5.4%.
For COc1cc(C(=O)NCC(=O)NCCN2C(=O)S/C(=C\c3ccccc3Cl)C2=O)cc(OC)c1OC the results were L3MBTL1 inh -5.0%.
`CN(CC(=O)Nc1ccccc1Cl)C(=O)COC(=O)c1ccc([N+](=O)[O-])cc1Cl` gave L3MBTL1 inh -2.2%.
O=c1oc(-c2cccc([N+](=O)[O-])c2)nc2ccccc12 was read as L3MBTL1 inh 8.8%.
Screening Cc1ccc(C)c(C(=O)OCC(=O)Nc2cccc(S(=O)(=O)N3CCCCC3)c2)c1 returned L3MBTL1 inh 4.2%.
`CON(C)C(=O)CC(CN(Cc1ccccc1)C(=O)OC(C)(C)C)c1ccc(Cl)cc1` (configuration not stated) gave L3MBTL1 inh -2.6%.
`O=C(NNC(=O)c1ccc(F)c(S(=O)(=O)N2CCOCC2)c1)c1ccc(Br)cc1` gave L3MBTL1 inh 3.4%.
`CCOc1cc(Cl)c(CNCCCN2CCOCC2)cc1OC` gave L3MBTL1 inh -1.4%[2.29 µM].
Screening Cn1cccc1C1CCCN1CC(=O)Nc1ccc(F)c(F)c1F (configuration not stated) returned L3MBTL1 inh -0.2%.
`CC(C)(C)c1ccc(S(=O)(=O)N2CCN(C(=O)C3=COCCO3)CC2)cc1` gave L3MBTL1 inh -0.5%.
Screening CC(=O)N1CCN(S(=O)(=O)c2cccc(C(=O)NC3CC3)c2)CC1 returned L3MBTL1 inh -4.1%.
For O=C(COC(=O)c1ccc(-n2cnnn2)cc1)c1ccc(Br)cc1 the results were L3MBTL1 inh 6.2%.
CCOc1ccc(NC(=O)CN(C)C(=O)c2sc3ccccc3c2Cl)cc1OCC was read as L3MBTL1 inh -6.1%.
Screening Cc1cc(C)nc(Nc2ccccc2Cl)n1 returned L3MBTL1 inh 9.0%.
`COCC(COS(N)(=O)=O)Cc1ccccc1` (configuration not stated) gave L3MBTL1 inh 3.6%.
`O=S(=O)(Nc1cccc(S(=O)(=O)N2CCCCC2)c1)c1ccccc1F` gave L3MBTL1 inh 6.3%.
`CC(=O)N(CCCNC(=O)c1ccccc1)C(=O)c1ccccc1` gave L3MBTL1 inh 5.0%.
Screening CCOCCCNC(=S)N(CCN(C)C)Cc1cc2cc3c(cc2[nH]c1=O)OCCO3 returned L3MBTL1 inh -2.0%.
For COc1ccccc1OCCC(=O)OCC(=O)Nc1ccc2c(c1)OCO2 the results were L3MBTL1 inh -6.5%.

Filtered by structure, the compounds so far with an aryl methoxy group.
For COc1ccc(/C=C/C(=O)N2CCOCC2)cc1OC the results were L3MBTL1 inh 2.4%.
`COc1ccc(NC(=O)CNC(=O)c2sc3ccccc3c2Cl)c(OC)c1` gave L3MBTL1 inh 0.3%.
For C=CCCC(=O)NC1CC(C)(C)Cc2c1cnn2-c1ccc(OC)cc1 (configuration not stated) the results were L3MBTL1 inh 6.4%.
For COc1cccc(CN2CCN(CC#Cc3ccccc3)CC2CCO)c1 (configuration not stated) the results were L3MBTL1 inh -1.8%.
Screening CCN1C(=O)[C@H]2[C@@H](c3ccc(C)cc3)N3C(=O)N(c4ccc(OC)cc4)C(=O)[C@@]3(Cc3ccc(Cl)cc3)[C@H]2C1=O returned L3MBTL1 inh -1.7%.
COc1ccc(NC(=O)c2ccc(S(=O)(=O)N3CCCCC3)cc2)cc1OC was read as L3MBTL1 inh -5.0%.
For COc1cc(/C=N/NC(=O)c2cccc(S(=O)(=O)N3CCCC3)c2)cc(OC)c1O the results were L3MBTL1 inh -5.5%.
`CCOc1ccc(Br)cc1C1=CC(=O)C[C@H](c2ccc(OC)cc2)C1` gave L3MBTL1 inh 13.7%.
For COc1ccc(/C(C)=N/NC(=O)c2ccncc2)cc1 the results were L3MBTL1 inh 0.2%.
For COc1cc(C(=O)NCC(=O)NCCN2C(=O)S/C(=C\c3ccccc3Cl)C2=O)cc(OC)c1OC the results were L3MBTL1 inh -5.0%.
`CCOc1cc(Cl)c(CNCCCN2CCOCC2)cc1OC` gave L3MBTL1 inh -1.4%[2.29 µM].
For COc1ccccc1OCCC(=O)OCC(=O)Nc1ccc2c(c1)OCO2 the results were L3MBTL1 inh -6.5%.

From PubChem
